TRPML3 ag – human TRPML3 channel agonists, primary screen, cell-based, HEK293 TRPML3-YFP, Fluo-8 calcium fluorescence, 3 µM. Mucolipin-3 (Homo sapiens), Q8TDD5. 100% = the carbachol control signal. activation, % at 3 µM. 220,000 tested, 0.29% active. AID 1448, 2008;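 active = activation above its plate's cutoff, the mean activation of the plate's test wells plus 3 SD, cut at about 12% in these data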;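 note: 0% = DMSO only wells and 100% = carbachol wells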
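Test system: TRPML3-YFP stable HEK293 cells. Doses: single point at 3 µM. Incubation: dye loading 1 h 37 °C then 30 min ambient, 125 s read. Signal: Fluo-8 calcium dye fluorescence, ex 470-495, em 515-575 nm. Measure: percent activation from peak-to-basal fluorescence ratio, scaled between DMSO and carbachol.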
PPC-1+TRAIL kill – compounds killing PPC-1 cancer cells with TRAIL present, primary screen, TRAIL potentiator project, ATPLite luminescence, uHTS; PPC-1 cells + TRAIL, ATPLite viability luminescence; cell killing (% activity), % at 4 µM; 220,000 tested, 0.41% active;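 active = cell killing above 50% in the first pass at 4 µM, then a duplicate retest at 5 µM averaging 50% or more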;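 note: plate controls were cells with TRAIL plus DMSO for no effect and medium-only wells lacking cells for full effect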
TNF necrop inh – inhibitors of TNF-alpha triggered necroptosis, primary screen, cell-based, Jurkat FADD-/-, single concentration; Jurkat FADD-/- TNF necroptosis rescue, ATP luminescence, 24 h; 0 = TNF only, 100 = no-TNF cells; activation (protection from cell death), % at 10 µM; 220,000 tested, 0.068% active; AID 463075, 2010;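 active = activation, meaning protection from cell death, of at least 50% relative to plate controls; inactive = activation below 50%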;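 note: necroptosis triggered by 40 ng/mL TNF-alpha added together with compound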
CHOP inh – inhibitors of CHOP promoter induction, primary screen, cell-based, unfolded protein response, luciferase reporter | CHO-K1 CHOP-promoter luciferase, tunicamycin-induced, 15-18 h | inhibition, % at 10 µM | 220,000 tested, 3.8% active;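 active = compounds that reduced the stress-induced luciferase reporter signal by more than about 70% of percent inhibition, limit read from the data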;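 note: 0% = tunicamycin plus vehicle and 100% = wells without tunicamycin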
Runt-SMMHC FRET – inhibitors of RUNX1 Runt–CBFb-SMMHC binding, primary screen, biochemical, FRET, Cerulean-Runt, Venus-CBFb-SMMHC, uHTS | Runt-related transcription factor 1 (Homo sapiens) + Core-binding factor subunit beta … | Cerulean-Runt/Venus-CBFb-SMMHC FRET ratio 530/480, 1 h | inhibition, % at 20 µM | 220,000 tested, 0.74% active;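 active = mean inhibition across duplicate retests at 20 µM reaching about 50%, limit read from the data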;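 note: 0% = DMSO wells and 100% = wells with excess untagged CBFb-SMMHC; inhibitors lower the FRET ratio by blocking Runt binding to CBFb-SMMHC; some results filed as inactive read as strong as hits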
zfTRPN1 agonist – zebrafish TRPN1 channel agonists, primary screen, cell-based, HEK293, calcium fluorescence; transient receptor potential cation channel N1 (TRPN1/NompC), Danio rerio; HEK293 zebrafish TRPN1-YFP, Fluo-8 calcium fluorescence; 100% = response to 87 µM carbachol; activation, % at 3 µM; 220,000 tested, 0.18% active; AID 1424, 2008;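 active = activation above its plate's cutoff, the mean activation of test wells on that plate plus 3 SD, cut at about 19% in these data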;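 note: 0% = DMSO alone and 100% = 87 µM carbachol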
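Material: zebrafish TRPN1-YFP in HEK293 cells. Doses: one dose of 3 µM, 0.3% DMSO. Incubation: dye 1 h 37 °C plus 30 min RT. Measured by: intracellular calcium fluorescence with Fluo-8.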
NCF1 inh – p47phox/p22phox peptide binding inhibitors, primary screen, biochemical, uHTS, NADPH oxidase regulatory subunit; Neutrophil cytosol factor 1 (Homo sapiens), P14598; fluorescence polarization, 2 h; inhibition, % at 24.7 µM; 220,000 tested, 0.53% active;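 active = inhibition above about 30%, limit read from the data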;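 note: 0% = p47phox with labelled peptide and 100% = labelled peptide alone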
Target sequence (P14598 whole entry, looked up): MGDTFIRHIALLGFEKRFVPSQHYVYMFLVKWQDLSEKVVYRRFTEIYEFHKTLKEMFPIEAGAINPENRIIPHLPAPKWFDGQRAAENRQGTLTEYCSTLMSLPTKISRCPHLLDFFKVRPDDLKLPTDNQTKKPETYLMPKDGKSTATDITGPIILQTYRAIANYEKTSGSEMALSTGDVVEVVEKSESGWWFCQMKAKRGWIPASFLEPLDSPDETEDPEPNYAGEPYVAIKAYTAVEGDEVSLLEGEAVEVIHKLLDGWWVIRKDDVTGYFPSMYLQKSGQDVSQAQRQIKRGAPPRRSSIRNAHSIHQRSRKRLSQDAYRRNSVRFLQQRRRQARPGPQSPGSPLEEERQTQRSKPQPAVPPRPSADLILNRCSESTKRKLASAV
EBV gp42 block – Epstein-Barr virus gp42 inhibitors, primary screen, biochemical, uHTS, fluorescence polarization; Glycoprotein 42 (Epstein-Barr virus (strain AG876)), Q1HVG2; Fluorescence polarization binding assay, mP read-out; inhibition, % (tested at 21.74 µM); 220,000 tested, 0.42% active; AID 1085, 2008; in the data active = inhibition above about 50%
Target sequence (Q1HVG2 whole entry, looked up): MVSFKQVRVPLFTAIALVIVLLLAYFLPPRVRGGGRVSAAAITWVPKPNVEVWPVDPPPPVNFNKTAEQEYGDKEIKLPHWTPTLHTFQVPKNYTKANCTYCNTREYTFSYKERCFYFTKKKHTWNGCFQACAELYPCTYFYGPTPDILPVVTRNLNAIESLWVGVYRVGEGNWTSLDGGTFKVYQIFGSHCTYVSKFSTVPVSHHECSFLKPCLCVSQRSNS
MDM2 E3 inh – MDM2-luciferase reporter signal enhancers, primary screen, MDM2 E3 ligase inhibitor project, cell-based, luminescence, 1536-well | signal enhancement, % at 5 µM | E3 ubiquitin-protein ligase Mdm2 (Homo sapiens), Q00987 | 210,000 tested, 0.11% active | cell-based MDM2 ubiquitination luciferase reporter, 2 h; 0 = plate control, 100 = twice control, blank-subtracted;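 active = signal enhancement of 30% or more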;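 note: luminescence tracks abundance of the self-degrading MDM2-luciferase fusion protein; higher signal means inhibition of MDM2 E3 ligase activity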
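Assay system: mammalian cells stably expressing self-ubiquitinating, self-degrading MDM2 E3–luciferase fusion. Quantity: 2000 cells in each well. Medium: DMEM culture medium. Compound dosing: single-point 5 µM. Timing: cell settling 4 h, compound treatment 2 h, both 37 °C. Technique: luciferase luminescence. Read-out basis: percent signal gain over controls, blank-subtracted. Benchmarks: plate controls and plate blanks.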
The depositor's hits bear a star; x = not tested or not shown.

SMILES	TRPML3 ag	PPC-1+TRAIL kill	TNF necrop inh	CHOP inh	Runt-SMMHC FRET	zfTRPN1 agonist	NCF1 inh	EBV gp42 block	MDM2 E3 inh
COc1ccc(OC)c(S(=O)(=O)Nc2ccccc2F)c1	0.0	10	-1.0	-7	1	-0.8	-2	-14	-11
CCCCn1c(N)c(N(CC)C(=O)c2cc(OC)cc(OC)c2)c(=O)[nH]c1=O	-0.5	-33	-0.5	7	-2	0.5	-7	-19	-11
C=CCN1C(=O)C(Cc2ccc(F)cc2)S/C1=N/N=C/c1cccs1 (centres undefined)	0.2	18	-0.3	32	-1	-0.7	-13	-16	0
COc1ccc(NC(=O)COC(=O)Cc2c(F)cccc2Cl)cc1	-0.7	11	2.9	-6	-1	-0.7	-2	4	-9
O=C(CN1CCN(Cc2ccccc2Cl)CC1)N/N=C/c1cccs1	0.8	6	5.4	-2	2	2.0	-9	-19	-5
Cc1c(C(=O)NCC2COc3ccccc3O2)oc2ccc(S(=O)(=O)N3CCOCC3)cc12 (centres undefined)	2.0	6	-3.6	54	-127	3.6	-2	4	-19
Cc1ccc2cc(C#N)c(SCC(=O)NCc3ccco3)nc2c1	0.3	14	-8.5	-12	4	-0.8	-31	-20	-11
CN(C)S(=O)(=O)c1ccc(Cl)c(NC(=O)COC(=O)/C=C/c2ccc(S(=O)(=O)N3CCOCC3)cc2)c1	0.8	5	-1.7	-18	3	2.9	-19	-20	-16
CCn1ccnc1CNCc1cn(-c2cc(C)ccc2C)nc1-c1ccccc1	-0.6	x	-0.7	17	x	0.4	12	2	-17
Cc1cccc(Cn2nc(C)cc2NC(=O)CCCn2ccc([N+](=O)[O-])n2)c1	0.5	2	0.1	22	-1	0.7	0	-4	-2
O=C(CNC(=O)c1ccc([N+](=O)[O-])cc1)c1ccccc1	0.1	-4	-1.2	-33	2	-0.7	-7	-5	-13
CN1CCN(c2nc3ccccc3nc2C(C#N)S(=O)(=O)c2ccccc2)CC1 (centres undefined)	0.6	17	1.6	12	-4	-0.8	-17	-12	-3
CC1(c2nnc(-c3ccccc3)o2)CC(c2ccncc2)=NO1 (centres undefined)	x	-5	1.8	-3	0	x	3	-6	5
COCCn1nnnc1C(c1ccc(O)c(OC)c1)N1CCc2ccccc2C1 (centres undefined)	0.7	-3	3.2	0	8	-0.1	12	-42	-12
CC(C)[C@H](NS(=O)(=O)c1ccccc1)C(=O)OCC(=O)N1N=C(c2ccc(Cl)cc2)CC1c1ccco1 (some centres undefined)	0.0	0	2.0	22	-69	-2.5	-33	-7	-4
COCC(C)n1c(SCC(=O)N2CCc3ccccc3C2)nc2ccccc2c1=O (centres undefined)	-0.3	-8	1.5	6	3	-1.3	-1	7	-5
O=C(Cn1cnc2ccccc2c1=O)NNC(=O)c1ccccc1	0.6	32	0.8	0	-5	1.0	-4	7	-13
CCOc1ccc(N(CC)S(=O)(=O)c2ccc3c(c2)oc(=O)n3C)cc1	0.6	-2	-4.8	x	3	-0.8	3	-9	-17
CCCCNC(=O)c1sc(=S)n2c1[nH]c(=O)c1ccccc12	4.2	4	0.4	15	-42	11	-27	5	-10
CCN(C(=O)COc1cc(=O)n(CC)c2ccccc12)c1cccc(Cl)c1	-1.1	-13	-0.7	58	-8	0.1	0	7	-10
C=CCC1NCCc2c(Br)cccc21 (centres undefined)	0.5	27	1.7	-17	0	0.0	-1	3	-9
Cc1nn(-c2nc(-c3ccco3)cc(C(F)(F)F)n2)c(C)c1Br	0.4	0	0.2	73*	-4	-1.3	-7	-16	4
COc1cc(C(=O)COC(=O)Cc2cnc3sccn23)cc(OC)c1OC	0.9	-4	-0.5	0	0	1.6	-12	-12	2
Cc1ccc(CNC(=O)c2ccc(CNc3c(N4CCCC4)c(=O)c3=O)cc2)cc1	0.1	-17	-0.8	21	-5	0.1	7	-6	-11
Cc1cc(C)c2c(CC(=O)N(CCC#N)Cc3cccnc3)coc2c1	0.6	16	-1.3	-12	2	-2.6	-9	-14	3
C/C=C/C=C/C(=O)Nc1cccc(C2=NOC3(C2)C[C@H](C(N)=O)N(C(=O)CC(c2ccccc2)c2ccccc2)C3)c1 (some centres undefined)	x	-16	7.8	12	-5	x	-56	-24	1
O=C(NCc1ccccc1Cl)C1CCCN(c2nc3ccsc3c(=O)s2)C1 (centres undefined)	-0.2	-11	-0.2	22	4	0.6	0	-2	-10
O=C(CC1SC(=O)N(Cc2ccccc2)C1=O)Nc1nccs1 (centres undefined)	0.5	11	1.7	87*	1	1.6	-11	6	-11
O=[N+]([O-])c1cccc(N=NN(CCO)c2cccc([N+](=O)[O-])c2)c1	1.4	1	-0.4	44	-1	0.5	12	-19	-18
C/C(=N\O)c1ccc2c(c1)CC(C)O2 (centres undefined)	0.0	-1	-1.5	-9	-3	1.8	-6	-13	0

Records listed above shown as hits in CHOP inh:
smiles	TRPML3 ag	CHOP inh	Runt-SMMHC FRET	NCF1 inh	EBV gp42 block	MDM2 E3 inh
Cc1nn(-c2nc(-c3ccco3)cc(C(F)(F)F)n2)c(C)c1Br	0.4	73*	-4	-7	-16	4
O=C(CC1SC(=O)N(Cc2ccccc2)C1=O)Nc1nccs1 (centres undefined)	0.5	87*	1	-11	6	-11

Of the compounds above, 2 contain an NH in an aromatic ring:
SMILES	TRPML3 ag	PPC-1+TRAIL kill	TNF necrop inh	CHOP inh	Runt-SMMHC FRET	zfTRPN1 agonist	NCF1 inh	EBV gp42 block	MDM2 E3 inh
CCCCn1c(N)c(N(CC)C(=O)c2cc(OC)cc(OC)c2)c(=O)[nH]c1=O	-0.5	-33	-0.5	7	-2	0.5	-7	-19	-11
CCCCNC(=O)c1sc(=S)n2c1[nH]c(=O)c1ccccc12	4.2	4	0.4	15	-42	11	-27	5	-10

(next part)
SMILES	TRPML3 ag	PPC-1+TRAIL kill	TNF necrop inh	CHOP inh	Runt-SMMHC FRET	zfTRPN1 agonist	NCF1 inh	EBV gp42 block	MDM2 E3 inh
CCC(C)c1ccccc1NC(=O)COC(=O)c1ccc(C)c(NC(=O)c2ccco2)c1 (centres undefined)	0.6	3	0.8	-21	-1	0.2	-9	-16	-17
COCCSc1ccccc1C(=O)N1CCN(c2ccccc2)CC1	0.1	17	0.4	4	-2	-1.0	-1	0	-7
O=C(c1ccccc1)N1N=C(c2ccccc2)CC1c1ccccc1[N+](=O)[O-] (centres undefined)	1.1	-4	0.5	48	5	1.1	-16	-16	-8
COc1ccc(N2CC(C(=O)OC(C)C(=O)c3ccccc3)CC2=O)cc1 (centres undefined)	0.4	x	1.9	8	x	0.9	-1	-9	-36
Cn1c(=O)c2c(ncn2CC(=O)N/N=C/C=C/c2ccccc2)n(C)c1=O	1.2	2	0.6	-10	-2	0.5	8	-9	-10
Cc1onc(-c2ccccc2)c1C(=O)NC(=S)NNC(=O)c1ccncc1	-0.4	24	1.6	10	2	-0.4	-9	-11	-8
COCC(C)NS(=O)(=O)c1ccc(NC(=O)c2ccccn2)cc1 (centres undefined)	2.0	16	-0.1	8	2	5.9	3	-6	x
O=C(c1ccccc1)c1ccc2nc[nH]c2c1	0.2	30	-0.7	44	3	-0.4	5	4	8
O=C(COC(=O)c1ccc(F)c(S(=O)(=O)N2CCCCC2)c1)NCc1ccc(F)cc1	1.6	9	-0.4	16	-5	3.0	-8	-7	-15
COc1ccc(-c2nnc(SCC#CCO)o2)cc1OC	0.2	1	-0.2	-17	6	0.5	-20	-1	-14

Four entries out of the list above, ordered by the number in TRPML3 ag, highest first.
Molecule,TRPML3 ag
COCC(C)NS(=O)(=O)c1ccc(NC(=O)c2ccccn2)cc1 (centres undefined),2.0
COc1ccc(N2CC(C(=O)OC(C)C(=O)c3ccccc3)CC2=O)cc1 (centres undefined),0.4
O=C(c1ccccc1)c1ccc2nc[nH]c2c1,0.2
Cc1onc(-c2ccccc2)c1C(=O)NC(=S)NNC(=O)c1ccncc1,-0.4

(further entries)
SMILES	TRPML3 ag	PPC-1+TRAIL kill	TNF necrop inh	CHOP inh	Runt-SMMHC FRET	zfTRPN1 agonist	NCF1 inh	EBV gp42 block	MDM2 E3 inh
O=C1CCC(=O)N1c1ccc(NCCc2cccc(F)c2)c([N+](=O)[O-])c1	1.2	-25	0.5	8	-1	-0.2	-50	4	-4
CC1=NC(C)Cc2ccccc21 (centres undefined)	0.1	9	-1.1	-7	-1	0.6	1	4	-13
COC(=O)c1sccc1NC(=S)Nc1cccc(F)c1	0.6	12	-0.1	21	-1	0.1	-1	1	-2
C=C(C)C(=O)Nc1cccc(C2=NOC3(C2)C[C@@H](C(N)=O)N(C(=O)/C=C/CC)C3)c1 (some centres undefined)	x	8	1.3	2	1	x	0	0	12
COC(=O)Nc1ncc(CN2CCC(c3ccccc3)CC2)s1	0.5	9	2.5	2	5	2.0	2	-23	-1
Cc1cc(NC(=O)C(=O)c2cn(C)c3ccccc23)no1	0.3	7	0.7	8	1	0.9	-6	-8	-9

An excerpt from above in order of SMILES length, descending:
SMILES	TRPML3 ag	PPC-1+TRAIL kill	TNF necrop inh	CHOP inh	Runt-SMMHC FRET	zfTRPN1 agonist	NCF1 inh	EBV gp42 block	MDM2 E3 inh
O=C1CCC(=O)N1c1ccc(NCCc2cccc(F)c2)c([N+](=O)[O-])c1	1.2	-25	0.5	8	-1	-0.2	-50	4	-4
Cc1onc(-c2ccccc2)c1C(=O)NC(=S)NNC(=O)c1ccncc1	-0.4	24	1.6	10	2	-0.4	-9	-11	-8
CCn1ccnc1CNCc1cn(-c2cc(C)ccc2C)nc1-c1ccccc1	-0.6	x	-0.7	17	x	0.4	12	2	-17

Assay outcomes as filed in PubChem.
